TNAP act hiacc – increases human TNAP activity under high phosphate acceptor concentration; P05186; purified TNAP, CDP-star luminescence, 1 M DEA, 30 min; stronger effect = higher value; 0 = EDTA background, 1 = DMSO-only activity; activation factor at 20 µM; 200,000 tested, under 10 active;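 active = activation factor at least 2 at 20 µM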
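Measured by: Luminescent substrate turnover signal | Test system: Human TNAP | Input: TNAP 1/800 final | Dosing: 20 µM single point | Schedule: 30 min, room temperature | Controls: EDTA wells as negative control, DMSO wells as positive control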
PMI activator – phosphomannose isomerase (human) activation | P34949 | purified human PMI, coupled resazurin fluorescence, 20 min; stronger effect = higher value; 1 = vehicle control, 0 substrate-free wells | activation factor at 20 µM | 0.005% of 190,000 active;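 active = activation factor of 2 or more at 20 µM, relative to plate controls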
Target sequence (P34949 whole entry, looked up): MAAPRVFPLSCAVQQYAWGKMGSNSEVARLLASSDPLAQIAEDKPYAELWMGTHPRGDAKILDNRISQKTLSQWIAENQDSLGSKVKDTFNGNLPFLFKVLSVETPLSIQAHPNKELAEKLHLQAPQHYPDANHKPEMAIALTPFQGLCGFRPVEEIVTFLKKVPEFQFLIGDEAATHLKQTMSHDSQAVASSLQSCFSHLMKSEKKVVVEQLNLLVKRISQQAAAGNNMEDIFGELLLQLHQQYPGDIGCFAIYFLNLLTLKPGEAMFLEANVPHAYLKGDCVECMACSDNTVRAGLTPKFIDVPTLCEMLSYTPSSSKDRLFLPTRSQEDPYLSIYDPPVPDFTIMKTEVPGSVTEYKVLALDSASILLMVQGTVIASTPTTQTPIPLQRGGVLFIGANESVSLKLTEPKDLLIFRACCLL
APP 5'UTR act – APP 5'UTR luciferase reporter activation. SH-SY5Y APP 5'UTR luciferase reporter, luminescence; zero percent = DMSO vehicle wells. activation, % at 2 µM. 1% of 190,000 active;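 active = activation above a set limit, based on mean plus 3 SD of controls, cut at about 140% in these data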; note: values of inactives mirror those of a sister screen read the other way
FLuc act counter – firefly luciferase counter-screen for stimulation assays | ATPlite luciferase biochemical, luminescence, 10 min; 0 = ATP-free wells, 1 = DMSO control | 200,000 tested, under 10 active | activation factor at 10 µM | AID 1027 | P08659;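 active = luciferase activation factor, scaled between plate controls, of at least 2 with compound at 10 µM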
Target sequence (P08659 whole entry, looked up): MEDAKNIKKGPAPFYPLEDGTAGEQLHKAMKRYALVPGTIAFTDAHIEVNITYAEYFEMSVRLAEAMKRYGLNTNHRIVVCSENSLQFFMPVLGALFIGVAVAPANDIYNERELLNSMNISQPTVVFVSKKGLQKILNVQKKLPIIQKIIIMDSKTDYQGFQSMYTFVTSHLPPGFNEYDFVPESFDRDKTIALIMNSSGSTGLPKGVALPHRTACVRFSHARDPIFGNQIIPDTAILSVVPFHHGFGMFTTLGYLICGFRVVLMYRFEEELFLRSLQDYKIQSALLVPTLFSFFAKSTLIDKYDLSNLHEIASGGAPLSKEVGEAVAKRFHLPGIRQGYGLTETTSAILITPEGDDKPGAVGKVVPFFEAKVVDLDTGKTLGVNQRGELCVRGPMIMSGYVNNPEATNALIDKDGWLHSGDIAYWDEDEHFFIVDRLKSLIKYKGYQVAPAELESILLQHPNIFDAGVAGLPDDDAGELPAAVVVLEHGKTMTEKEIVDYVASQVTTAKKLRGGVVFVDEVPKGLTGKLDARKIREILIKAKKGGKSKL
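Assay system: Luciferase/luciferin detection reagent, cell-free biochemical luciferase assay / Also added: ATP substrate / Schedule: 10 min at ambient temperature / Measured by: luminescence measurement of luciferase light output / Benchmarks: low control with PBS replacing ATP, high control enzyme plus ATP without compound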
TNAP inh hi DEA – blocks human TNAP under high phosphate acceptor concentration | P05186 | purified TNAP, CDP-star luminescence, 1 M DEA | inhibition, % at 20 µM | 0.03% of 200,000 active | AID 1135;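 active = over 50% inhibition of tissue-nonspecific alkaline phosphatase at 20 µM in the single-dose screen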;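 note: plate controls were DMSO wells for no effect and EDTA-quenched wells as full inhibition for full effect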
NF-kB neuron act – compounds increasing NF-kB expression in human neuronal cells; NF-kB reporter expression; stronger effect = higher value; fold change at 12.5 µM; 1.6% of 190,000 active; in the data active = fold change above about 3.3
PMI act satM6P – PMI (human) activation, high substrate; activation factor at 20 µM; 0.34% of 190,000 active; AID 1216; coupled PMI enzyme assay, resazurin fluorescence, 20 min; stronger effect = higher value; 1 = untreated enzyme, 0 = substrate-free blank; P34949;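 active = activation factor of 2 or more at 20 µM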
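Test system – human PMI in coupled enzyme assay · Timing – 20 min incubation at room temperature · Detection – Diaphorase-driven resazurin-to-resorufin fluorescence, excitation 544, emission 590 nm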
TNAP inh noacc – blocks human TNAP activity with no phosphate acceptor present; purified TNAP, CDP-star luminescence, 30 min; inhibition, % at 20 µM; 0.26% of 200,000 active; AID 1012;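 active = tissue-nonspecific alkaline phosphatase inhibition above about 50% at 20 µM in the single-dose screen, limit read from the data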;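 note: 0% = DMSO negative control and 100% = EDTA positive control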
FLuc inh counter – inhibits firefly luciferase, flagging false hits in luciferase inhibition screens. inhibition, % at 10 µM. ATPLite firefly luciferase biochemical luminescence, 10 min. P08659. AID 1006. 1.5% of 200,000 active;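 active = inhibition above about 50% when tested at 10 µM, limit read from the data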
bIAP activator – intestinal alkaline phosphatase (bovine) activation | activation factor at 20 µM | purified bovine IAP, CDP-star luminescence, 30 min; stronger effect = higher value; fold of DMSO-control signal, blank-subtracted | AID 1016 | 0.17% of 200,000 active;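 active = activation factor of 2 or more at 20 µM, a signal rise over negative controls twice the positive control's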
* = called active by the depositor; . = no result given.

SMILES	TNAP act hiacc	PMI activator	APP 5'UTR act	FLuc act counter	TNAP inh hi DEA	NF-kB neuron act	PMI act satM6P	TNAP inh noacc	FLuc inh counter	bIAP activator
Oc1c(C(c2ccco2)N2CCC3(CC2)OCCO3)sc2ncnn12 (stereo not given)	1	0.8	0	1	0	1.1	0.9	-7	-4	1.1
CC(C)CN(CC(C)C)C(=O)CC(=O)NC(=O)c1ccc(Cl)cc1	1	1	10	1.1	-5	1	1	10	-9	1
CC12CCC(C(=O)N3CCc4ccccc43)(CC1=O)C2(C)C (stereo not given)	1.1	0.9	20	1.1	-8	1	1	-4	-7	0.9
c1ccc(-c2cnnc(N3CCCCC3)n2)cc1	1	1	113	0.8	-3	1.1	1	-5	18	0.8
Cc1ccc(-c2nnc(CSc3nnc4c5c(C)c(C)sc5nc(C(C)C)n34)o2)cc1	1.1	1.1	.	1.1	-6	.	1	-14	-7	1.1
COc1ccc(OC)c(NC(=O)N[C@@H](Cc2ccccc2)C(=O)O)c1	1.1	1	5	1.1	-8	1.7	0.9	-16	-9	1
CCOc1ccc(NC(=S)N2CCCN(Cc3cccc(Cl)c3)C2)cc1	1	1	5	1.1	-3	0.96	0.8	-2	-10	1
CCOC(=O)c1nc(S(C)(=O)=O)ncc1Cl	1	1	2	1	-2	0.94	1	-10	-4	0.9
Cc1ccc(CCCOC(=O)C[N+]2(C)CCCC2)cc1	1	0.4	0	1	1	1.2	1	2	1	1
Cc1cccc(N/N=C(\C=N\N)C(=O)c2ccc(Br)cc2)c1	1	0.9	1	1	3	1.2	0.8	-4	0	0.9
C=CCc1ccccc1OCC(O)CN(C(C)C)C(C)C (stereo not given)	1	0.9	7	1	-3	1.1	0.9	-7	-5	1
COC(=O)Cc1c(O)ccn(Cc2ccccc2OC)c1=O	1	1	-2	1.1	-2	0.98	1	-8	-7	1
COC(=O)c1nc(NC(=O)c2ccc(Cl)cc2)n[nH]1	1	1	29	1	-2	1.1	1	-3	-4	1
Cc1ccc(S(=O)(=O)n2cnc3ccccc32)c(C)c1	1.1	1.1	4	1	-6	1.1	0.2	-6	-3	0.9
CCNc1nnc(CCn2nc(C)c(Br)c2C)s1	1	0.9	-19	1	-2	1.2	1	-1	2	1.1
CCCCNC(=O)c1ccc2c(SCC(=O)O)c3c(nc2c1)CCCC3	1	1.1	-8	1	-3	1.6	1.1	-8	-2	1.1
COc1ccc(C(=O)CSc2nc3ccc([N+](=O)[O-])cc3[nH]2)cc1	1	0.9	-1	1	2	1.1	1	-16	-5	0.9
COc1ccc(N=C2SC(CC(=O)Nc3ccccc3F)C(=O)N2Cc2ccco2)cc1 (stereo not given)	1	0.8	5	1.1	-4	0.62	0.8	-2	-9	0.4
CCn1cnc2cc(NCc3nc4ccccc4n3Cc3ccccc3)ccc21	1	0.7	168*	0.7	-4	0.55	0.5	-4	31	1
CCOC(=O)c1sc(NC(=O)CCN2CCC(C)CC2)c(C(=O)OCC)c1C	1	1	16	1	-1	0.9	1	-4	2	1
C/C(=N\O)c1ccc2c3c([nH]c2c1)CCCC3	1	0.8	62	0.9	0	1.9	0.8	-2	10	1
CCN(CC)CCNCc1ccc(Br)cc1OCC(=O)NCc1ccccc1	1	1.1	-6	1.1	-3	1	1.1	-14	-6	1.2
COc1ccccc1-c1nc2cc3ccccc3cc2nc1-c1ccccc1OC	1	0.9	-2	1.1	-5	1	0.5	3	-6	1
CCOC(=O)C1(CCOC)CCN(Cc2ccncc2)CC1	1.1	0.9	-10	1.1	-10	1.1	1	-11	-8	0.9
O=C(CNc1cc(S(=O)(=O)N2CCCC2)ccc1OCC(F)(F)F)Nc1cccc(C(F)(F)F)c1	1	0.8	-2	1	-2	0.69	0.9	10	-4	0.9
CC1CCN(CCc2nc3cc(NS(=O)(=O)c4ccccc4)ccc3n2C)CC1	1	0.9	10	1	-4	1.3	0.8	-12	-2	0.9
COc1ccc(NC(=O)CC2C(=O)N(c3ccc(OC)cc3)C(=O)N2CCc2cccs2)cc1 (stereo not given)	1	0.8	-7	1	-2	1.1	0.9	-5	-2	1.1
OCC#CCSc1nnc(-c2ccncc2)o1	1	1	2	1	-2	1.1	1.2	-7	-4	1
CC(c1nnc(Sc2nnnn2-c2ccccc2)n1-c1ccc(F)cc1)N(C)C (stereo not given)	1.1	1	0	1.1	-6	0.82	1	-8	-12	0.9
CCOCCCNCc1cc(Cl)cc(Cl)c1OCC	1	1.1	3	1	4	1.2	1	-3	2	1.2
COc1ccc(C(=O)/C=C/Nc2ccc(S(=O)(=O)Nc3nc(C)cc(C)n3)cc2)cc1OC	1	1	9	1.1	0	0.97	1.1	-15	-7	0.7
Cc1nc2ccccc2n1CC(=O)NCCN1CCCC1	1	1	-9	1.1	-4	0.95	1.1	-11	-8	0.4
N/C(=N\OC(=O)/C=C/c1ccc(Br)cc1)c1ccccn1	1	1	188*	0.9	-3	3.9*	1	-10	6	0.9
CCOC(=O)CCn1nc(-c2ccc(Cl)cc2)cc1N	1	0.9	46	1	-2	2.4	1	-13	-4	0.9
NNC(=O)COc1cccc2cccnc12	1	1.1	8	1	0	0.9	1.1	-4	-3	0.4
CCOC(=O)c1ccc2nc(NC(NC(C)=O)(C(=O)OC)C(F)(F)F)sc2c1 (stereo not given)	1	1	-3	1	-4	1	1.1	-13	-4	0.9

NF-kB neuron act, what is marked active above.
Molecule,TNAP act hiacc,PMI activator,APP 5'UTR act,TNAP inh hi DEA,NF-kB neuron act,PMI act satM6P,TNAP inh noacc,bIAP activator
N/C(=N\OC(=O)/C=C/c1ccc(Br)cc1)c1ccccn1,1,1,188*,-3,3.9*,1,-10,0.9

Next compounds follow.
SMILES	TNAP act hiacc	PMI activator	APP 5'UTR act	FLuc act counter	TNAP inh hi DEA	NF-kB neuron act	PMI act satM6P	TNAP inh noacc	FLuc inh counter	bIAP activator
COc1ccc(Cl)c(Cn2c(NCc3ccco3)nc3c2c(=O)n(C)c(=O)n3C)c1	1.1	1	4	0.9	-6	0.69	1	-15	5	0.9
CCn1c(SCc2ccccc2)nnc1C1CCN(S(=O)(=O)c2ccc(OC)cc2)CC1	1	1	26	0.9	-1	0.81	0.9	-5	6	1.1
CCOC(=O)c1oc2ccccc2c1CN1CCCCC1	1	1.1	-15	1	0	0.96	1	-8	0	1
O=C(Nc1ccc2nc[nH]c2c1)c1ccco1	1.1	1	41	0.8	-6	1.6	1	5	24	0.9
COc1ccccc1-c1nn2c(C3COc4ccccc4O3)nnc2s1 (stereo not given)	1	0.4	-2	1	-3	1.1	0.8	-4	-4	1
N#CCCN(C(=O)Nc1ccc(Cl)c(Cl)c1)c1ccccc1	1.1	1	9	1	-5	0.87	1	-13	-2	0.9
CC1(C)Cc2c(sc3ncn4nnnc4c23)CO1	1.1	1	.	1.1	-7	.	1.1	-2	-7	1
COc1ccccc1-c1noc(-c2cccnc2)n1	1	0.8	14	0.8	-2	1.8	0.8	-7	20	0.8
Cc1ccc(-c2nn(-c3ccccc3)cc2CSC(=N)N)cc1	1	1	16	1.1	1	4.9*	1	25	-8	0.5
Cc1ncc([N+](=O)[O-])n1CC(=O)NC1CCCCC1	1	0.9	9	1.1	0	1.2	1	-7	-8	0.8
COc1ccccc1CNC(=O)C1(NC(=O)Nc2ccc(C)cc2)CCCCC1	1.5	1	5	1.1	-50	1	1.1	-321	-6	4.9*
CN(CC(=O)NCCc1ccccn1)S(=O)(=O)c1ccc(Cl)cc1	1	0.9	15	1	-3	0.9	1	-4	-3	1.4
Cc1cc(N2CCOCC2)cc(C)[n+]1[O-]	1	1	-13	1.1	0	1	1	19	-5	1
O=C(NC(Cc1c[nH]c2ccccc12)C(=O)Nc1ccc(OC(F)(F)F)cc1)c1cccs1 (stereo not given)	1	0.7	21	1	0	2	0.9	-4	-4	0.7
CCOC(=O)c1cnc2c(-c3ccc(F)cc3)cnn2c1C(F)(F)F	1	1	17	1	0	1.2	0.9	-4	-3	0.8
CSCC[C@@H](Nc1nc(-c2ccccc2)nc2c1oc1ccccc12)C(=O)O	1	1	-16	1.1	-2	0.9	1.1	-6	-6	1
O=C(CN1CCN(Cc2ccc3c(c2)OCO3)CC1)Nc1ccc2c(c1)OCCO2	1	0.8	-16	1	-2	0.89	0.8	-6	-2	1
CCN1CCN(C(=S)Nc2ccc3nc4n(c(=O)c3c2)CCCCC4)CC1	1	1	-9	1.1	-1	1.3	1	-10	-7	1
Cc1ccc(OCC(=O)NC2=NCCS2)cc1	1.1	1	8	0.7	-8	1.3	1	-12	34	0.9
O=C(NNC1CC(=O)N(c2ccccc2)C1=O)c1ccco1 (stereo not given)	1.1	1.1	1	1	-6	.	1.1	-8	-1	1.1
CCc1nn2c(N)c(/C=C3\C=Nc4ccccc43)c(=O)nc2s1	1	1	10	1.1	0	1.2	1	11	-6	1.3
O=C(Cn1nnc2ccccc2c1=O)Nc1ccc(S(=O)(=O)N2CCOCC2)cc1	1.1	1	2	1.1	-6	0.97	1	-17	-7	1
O=C(CCCOc1ccc(Cl)cc1Cl)N1CCCc2ccccc21	1	0.9	28	1	-4	0.77	0.9	-18	-1	1
Nc1cc(S(=O)(=O)N2CCOCC2)ccc1Oc1ccc(F)cc1	1	1	15	1.1	4	1.1	1	-10	-8	1.1

Results in FLuc act counter, FLuc inh counter and bIAP activator (2 entries from above):
SMILES,FLuc act counter,FLuc inh counter,bIAP activator
CCOC(=O)c1nc(S(C)(=O)=O)ncc1Cl,1,-4,0.9
Cc1ccc(CCCOC(=O)C[N+]2(C)CCCC2)cc1,1,1,1

6 neighbouring compounds already listed, for reference:
SMILES	TNAP act hiacc	PMI activator	APP 5'UTR act	FLuc act counter	TNAP inh hi DEA	NF-kB neuron act	PMI act satM6P	TNAP inh noacc	FLuc inh counter	bIAP activator
Cc1ccc(OCC(=O)NC2=NCCS2)cc1	1.1	1	8	0.7	-8	1.3	1	-12	34	0.9
O=C(NNC1CC(=O)N(c2ccccc2)C1=O)c1ccco1 (stereo not given)	1.1	1.1	1	1	-6	.	1.1	-8	-1	1.1
CCc1nn2c(N)c(/C=C3\C=Nc4ccccc43)c(=O)nc2s1	1	1	10	1.1	0	1.2	1	11	-6	1.3
O=C(Cn1nnc2ccccc2c1=O)Nc1ccc(S(=O)(=O)N2CCOCC2)cc1	1.1	1	2	1.1	-6	0.97	1	-17	-7	1
O=C(CCCOc1ccc(Cl)cc1Cl)N1CCCc2ccccc21	1	0.9	28	1	-4	0.77	0.9	-18	-1	1
Nc1cc(S(=O)(=O)N2CCOCC2)ccc1Oc1ccc(F)cc1	1	1	15	1.1	4	1.1	1	-10	-8	1.1

More entries follow.
SMILES	TNAP act hiacc	PMI activator	APP 5'UTR act	FLuc act counter	TNAP inh hi DEA	NF-kB neuron act	PMI act satM6P	TNAP inh noacc	FLuc inh counter	bIAP activator
CN(C)Cc1ccccc1Sc1ccc(O)cc1O	1.1	1	7	1	-6	0.98	0.9	-10	-3	0.9
COc1ccc(-c2nc3ccccc3s2)cc1O	1.1	0.9	225*	0.1	-6	1.4	0.9	-6	91*	1
CNC(=O)c1sc(-c2ccc(Cl)cc2)nc1C	1.1	1	.	1	-5	2.1	1	-12	2	0.9
COc1cccc(CNc2ccc3c(c2)CCC3)c1	1	1.2	32	1	1	1.2	1.6	-19	4	0.7
CCCNc1nc(-c2ccccc2)c(C(=O)OCC)cc1C#N	1	0.9	-82	1	-1	1.8	0.9	-10	-4	0.9
CCOc1cc(C(=O)N/N=C\c2cn(CC)nc2C)cc(OCC)c1OCC	1.1	0.9	1	1	-6	0.91	0.8	-11	0	1.4
CCN(CC)C(=O)c1ccc(Nc2nnc(C)c3ccccc23)cc1	1	1.1	-8	0.9	-3	1	1.1	-9	14	1.1
